Screening results from PubChem.
MsrA inhibitor = bovine MsrA inhibition; inhibition, % at 15.5 µM; 0.75% of 360,000 active; AID 651718; purified bovine MsrA, absorbance read-out; in the data active = inhibition above about 4.5%;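 also: 0% = vehicle wells with enzyme and 100% = reference inhibitor wells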
Tb MetRS inh = Trypanosoma brucei MetRS inhibition. purified T. brucei MetRS, ATP depletion, Kinase-Glo luminescence. 0.4% of 360,000 active. inhibition, % at 11.9 µM;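 active = inhibition above a per-plate cutoff of the control wells' mean inhibition plus 3 SD, cut at about 5.5% in these data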;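 also: 0% = DMSO wells median and 100% = median of wells with control inhibitor compound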
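Dosing: 11.9 µM compound single dose, 0.9% DMSO; Assay system: purified T. brucei MetRS enzyme; Measured by: Kinase-Glo luciferase luminescence reporting remaining unconsumed ATP; Schedule: 15 min plus 2 h at 25 °C.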
MLLE-PAM2 inh = blocks PAM2 peptide binding to the PABP1 MLLE domain | GST-MLLE / FITC-PAM2 fluorescence polarization | inhibition, % at 20 µM | 0.36% of 360,000 active; in the data active = inhibition above about 35%, passing the limit was not always enough;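 also: plate controls were DMSO wells with GST-MLLE for no effect and wells lacking GST-MLLE protein for full effect; some results filed as inactive read as strong as hits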
NRP1-CendR mod = alters CendR peptide binding to human NRP-1; O14786; FAM-RPARPAR peptide binding to NRP-1, fluorescence polarization; inhibition, % at 25 µM; 0.85% of 360,000 active; AID 602438;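 active = inhibition or corrected inhibition above about 18%, plus a signal ratio from 0.5 to 1.5, limit read from the data, passing the limit was not always enough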; also: strong numbers were not always called active
SKN-1 block = inhibitors of C. elegans SKN-1. C. elegans VP596 Pgst-4::GFP/RFP ratio, acrylamide-induced, 24 h. inhibition, % at 21.8 µM. AID 624304. 0.49% of 360,000 active;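 active = interference check ratio from 0.5 to 1.5 plus GFP to RFP signal ratio inhibition reaching or exceeding a fixed threshold, cut at about 30% in these data, passing the limit was not always enough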; also: some compounds called inactive have numbers as strong as hits
eLon inh = inhibitors of E. coli Lon protease | P0A9M0 | purified E. coli Lon protease, fluorescence polarization | inhibition, % at 7.94 µM | 0.42% of 360,000 active; in the data active = inhibition above about 13%, passing the limit was not always enough;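 also: 0% = enzyme with probe and DMSO and 100% = no enzyme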
MT1-MMP act inh = inhibitors of human MT1-MMP activation; P50281; HT1080 RFP-PRO-GFP cells, GFP/RFP ratio fluorescence, overnight; percent of plate control window, DMSO zero; GFP/RFP ratio change, % at 20 µM; 0.061% of 360,000 active; AID 651647;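 active = GFP/RFP ratio change of at least 30% with cell ATP level not reduced by more than half and red fluorescence within 50% of control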; also: strong numbers were not always called active
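Assay system: RFP-PRO-GFP reporter HT1080 cells; read-out basis: GFP/RFP fluorescence ratio; benchmarks: DMSO wells and RFP-L50D-GFP cells; doses: 20 µM single dose, 1% DMSO; schedule: overnight cell settling, then overnight compound exposure, 37 °C, 5% CO2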
bovine MsrA act = bovine methionine sulfoxide reductase A activation. purified bovine MsrA, absorbance read-out. activation, % at 10.6 µM. 0.3% of 360,000 active. AID 602163; in the data active = activation above about 7.5%;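 also: 0% = vehicle and 100% = reference activator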
FAS TE block = blocks the thioesterase domain of human fatty acid synthase; recombinant FAS-TE, OMFH fluorogenic substrate, fluorescence endpoint; inhibition, % at 15 µM; 0.67% of 360,000 active;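 active = compounds whose normalised, plate-corrected inhibition of enzyme fluorescence in the single-dose primary screen is 50% or more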;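 also: 0% = DMSO with enzyme and 100% = substrate without enzyme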
* hit, by the source's call; . = no result given.

Every second line gives: MsrA inhibitor	Tb MetRS inh	MLLE-PAM2 inh	NRP1-CendR mod	SKN-1 block	eLon inh	MT1-MMP act inh	bovine MsrA act	FAS TE block
1	O=c1c2c3c(sc2nc(NCCO)n1CCc1ccccc1)CCCCC3
 : -0.5	0.0	25	-17	-1	-1	-7	-1	50*
2	COc1cccc(/C=N/n2c(C3CCCCC3)n[nH]c2=S)c1O
 : 0.2	-1.5	-18	-2	9	2	-4	0	1
3	CCn1cc(C(=O)NCc2ccc3c(c2)OCO3)c(=O)c2cc(F)c(N3CCN(C)CC3)cc21
 : 0.3	0.4	-1	-8	10	-1	3	-2	-156
4	CCCC(=O)Nc1nnc(S(=O)(=O)N(CC(C)C)c2ccccc2)s1
 : 1.7	-1.2	6	-1	-5	-2	3	-3	-4
5	S=C(NCc1ccccn1)Nc1ccc(Br)cc1Cl
 : 0.7	0.9	39*	-2	16	8	1	-4	-5
6	Cc1csc(NC(=O)CSc2nnc(-c3ccccc3)o2)n1
 : 0.0	-1.2	-26	2	-5	2	4	-4	-4
7	CC(Oc1cccnc1[N+](=O)[O-])C(=O)Nc1ccc(Cl)cn1 (stereo unspecified)
 : -0.1	0.1	6	-4	0	2	1	-1	-1
8	COc1ccc(Cl)cc1NC(=O)CN1CCc2ccccc2C1
 : 0.2	-0.5	-4	-4	-12	-6	-1	-3	28
9	Nn1c(SCC(=O)NC(=O)NC2CCCC2)nnc1-c1ccccc1F
 : 1.8	-1.0	-11	0	9	1	3	-2	-7
10	Clc1ccccc1CONc1ncnc2nonc12
 : 2.2	-0.8	-10	16	-12	-3	-3	-11	1
11	COc1ccc(N(CC(=O)Nc2ccccc2C(=O)NCC(C)C)S(C)(=O)=O)cc1
 : -0.4	0.6	10	-1	0	-2	1	-4	-3
12	CCCc1cc(=O)n2[nH]c(CCc3ccccc3)nc2n1
 : -0.3	-0.8	9	-9	-12	-5	1	0	-6
13	CCOC(=O)N/N=C\c1ccc([N+](=O)[O-])s1
 : 1.1	0.0	-4	15	-1	-10	1	1	-11
14	Cc1ccc(S(=O)(=O)N(C)CC(=O)OCC(=O)NCCN2C(=O)CSC2=O)cc1
 : -0.8	-0.2	12	1	1	-13	2	-2	-4
15	CSc1cccc(NS(=O)(=O)c2cccc3nsnc23)c1
 : 0.0	-1.3	10	1	-1	9	0	-3	0
16	c1ccc(N2CCN(c3nnc(Cc4cccnc4)c4ccccc34)CC2)nc1
 : 0.5	-0.6	9	-5	3	-8	0	-12	-2
17	NC(=O)CSc1nc2c(c(=O)n1-c1ccccc1)C1(CCCCC1)Cc1ccccc1-2
 : 0.3	-1.0	0	10	-9	-8	-2	-5	27
18	Cc1cccc(S(=O)(=O)C(C#N)c2nc3ccccc3nc2N2CC(C)OC(C)C2)c1 (stereo unspecified)
 : 0.0	-1.4	9	10	-11	2	-15	-8	-2
19	O=C(NC(=S)NCc1ccccc1)c1cccc(Cl)c1
 : 0.9	-0.7	22	3	3	3	-3	-4	25
20	Cc1nc2ccccc2nc1OCc1ccc([N+](=O)[O-])cc1
 : 0.1	1.0	-2	8	14	2	0	-3	15

Entries of single compounds, quoted from the list. Order of values: MsrA inhibitor	Tb MetRS inh	MLLE-PAM2 inh	NRP1-CendR mod	SKN-1 block	eLon inh	MT1-MMP act inh	bovine MsrA act	FAS TE block
CCCc1cc(=O)n2[nH]c(CCc3ccccc3)nc2n1 reads -0.3	-0.8	9	-9	-12	-5	1	0	-6
O=C(NC(=S)NCc1ccccc1)c1cccc(Cl)c1 reads 0.9	-0.7	22	3	3	3	-3	-4	25

(listing goes on)
Every second line gives: MsrA inhibitor	Tb MetRS inh	MLLE-PAM2 inh	NRP1-CendR mod	SKN-1 block	eLon inh	MT1-MMP act inh	bovine MsrA act	FAS TE block
21	COC(=O)c1ccccc1N(Cc1ccccc1)S(C)(=O)=O
 : 0.2	-1.2	-11	14	-1	-11	7	-2	-4
22	Cc1cc(Cl)ccc1OCC(=O)N1CCCCC1
 : 0.8	0.6	0	7	5	-4	1	-2	-6
23	CC(C)(O)C#Cc1ccc(N2C(c3ccsc3)=Cc3ccc(F)cc3C2c2c[nH]c3ccc(C#N)cc23)cc1 (stereo unspecified)
 : 2.6	-0.8	.	-10	-23	-4	-23	-9	8
24	CC(C)CNC(=O)c1cc2nc3c(c(C(F)(F)F)n2n1)CCc1ccccc1-3
 : -0.2	0.2	3	9	1	-5	3	-1	-5
25	O=C(NCCc1ccc(Cl)cc1)c1nnc(Cc2ccc(Cl)cc2)o1
 : -0.1	-0.2	-14	8	-3	-6	3	4	0
26	O=S(=O)(c1ccc2ncn(O)c2c1)N1CCOCC1
 : 0.4	-0.2	-6	3	-5	14	2	-4	-2
27	Cc1ccc(N(Cc2ccccc2)C(=O)c2cc(S(=O)(=O)N3CCOCC3)ccc2F)cc1
 : -0.9	-0.2	-48	-54	4	-9	-12	-1	19
28	CCC(=O)N1CCc2cc(S(=O)(=O)NC(Cc3ccccc3)C(=O)Nc3nccs3)ccc21 (stereo unspecified)
 : 0.0	-0.2	-9	-12	2	-2	6	-4	-6
29	Cc1ccc2c(c1)c1c(n2CC(O)CNC2CCCCC2)CCCC1 (stereo unspecified)
 : -0.4	-0.1	5	3	2	28*	-6	0	-8
30	COc1ccc(CCC(=O)OCC(=O)N2CCN(S(=O)(=O)c3ccc(C)cc3C)CC2)cc1
 : 1.0	-0.5	3	-4	8	11	-1	0	24
31	Oc1ccccc1OCC(O)c1ccccc1 (stereo unspecified)
 : 1.1	0.5	-4	12	14	-14	5	-2	-5
32	OCCN1CCN(c2ncnc3c2c(-c2ccccc2)cn3-c2ccc(F)cc2)CC1
 : -0.2	-0.8	-3	7	-4	-1	-10	-6	1
33	COc1ccccc1N1C(=O)C2C(C(=O)c3ccccc3)=NN(c3ccc(Br)cc3)C2C1=O (stereo unspecified)
 : 0.4	-0.6	-51	-47	-10	-22	-66	0	10
34	O=C(COc1ccccc1[N+](=O)[O-])Nc1cc(C(=O)O)cc(C(=O)O)c1
 : 1.8	-0.9	2	-2	1	-7	-2	1	-2
35	CC(NCc1cccs1)c1ccccc1 (stereo unspecified)
 : -0.3	-0.2	-11	2	-6	-12	0	0	-8
36	CCCCC(=O)N(C)c1c(CC)nc2c(OCc3ccc(C#N)cc3)cccn12
 : 0.3	-0.3	8	-12	16	9	0	-1	6
37	O=C(CN1C(=O)/C(=C/c2ccccc2Cl)SC1=S)NC1CCS(=O)(=O)C1 (stereo unspecified)
 : 2.1	0.6	39*	3	14	12	3	-3	2
38	Cc1ccc2[nH]c3c(N4CCOCC4)ncnc3c2c1
 : 2.3	0.0	-7	11	-13	-4	22	-2	-4
39	CCNC(=S)N1CCN(S(=O)(=O)/C=C/c2ccccc2)CC1
 : -0.9	-0.2	-130	-1	6	-6	0	-2	-1
40	Cc1cc(NC(=O)c2ccccc2)cc(NC(=O)c2ccccc2)c1C
 : 0.9	-0.1	-18	-13	-2	4	-3	5	-1
41	COc1ccc(N(CC(=O)Nc2cc(Cl)ccc2C)S(=O)(=O)c2c(C)noc2C)cc1
 : 1.0	-0.5	-3	7	-2	7	-12	-4	31
42	O=C(CCNC(=O)c1ccco1)NCCN1C(=O)S/C(=C\c2ccc(F)cc2)C1=O
 : 4.5	0.1	1	-1	24	3	1	-1	-2
43	C/C(Cn1nnc([N+](=O)[O-])n1)=N\NC(=O)c1cccc(Cl)c1
 : 0.6	-0.3	1	-23	7	1	-3	3	-4
44	CCCCOC(=O)C1=C(C)Nc2nnnn2C1c1ccccc1Cl (stereo unspecified)
 : 1.1	-0.7	-8	2	3	2	-3	-6	13
45	NC(=O)c1ncc(C(F)(F)F)cc1Oc1cccc(C(F)(F)F)c1
 : 0.7	-0.6	2	0	-22	-11	6	-2	-5
46	O=C(N/N=C/c1ccco1)c1ccccc1OCc1ccccc1Cl
 : 0.6	0.6	-1	3	20	3	3	-3	1
47	Cn1c(=O)[nH]c(=O)c2c1nc(Br)n2C/C=N/NC(=O)c1ccccc1
 : -0.7	1.9	-2	-1	9	4	3	-1	-3
48	CCN1C(=O)CC(N2CCC(C(=O)N3CCOCC3)CC2)C1=O (stereo unspecified)
 : 0.7	-0.9	-7	-10	1	-10	-5	-5	-3
49	CCOC(=O)c1c(-c2ccc(C)cc2)csc1NC(=O)CCN1CCOCC1
 : -1.0	-0.6	1	-1	4	0	-6	0	4
50	Cc1ccc(CNC(=O)c2ccc(N3CCC4(CC3)CC(c3cccc(Br)c3)=NO4)c(NC(=O)c3cccc(C)c3)c2)cc1
 : 1.0	-0.3	-40	7	-18	1	5	3	22
51	CCc1ccccc1NC1=NCC(=O)N1Cc1ccccc1
 : -0.8	0.3	13	1	-9	-5	1	-1	3
52	O=C(O)CSC1=NC(=Nc2ccc(Cl)cc2)C2(CCCCC2)N1c1cccc(C(=O)O)c1
 : -0.2	0.3	2	-11	8	-5	-1	-4	-9
53	COn1c(=O)c(-c2ccccc2)[n+]([O-])c2ccccc21
 : 0.2	-1.2	-3	-5	-3	9	3	-4	-2
54	Cc1cccc(NC(=O)Cc2ccc(F)cc2)c1
 : 0.4	-0.8	-3	-1	62	-8	2	-6	0
55	O=C(COC(=O)c1ccccc1-c1nc2ccccc2s1)NC1CCS(=O)(=O)C1 (stereo unspecified)
 : 0.9	-0.1	4	7	-5	2	1	-2	-12
56	COc1ccc(C(=O)COC(=O)[C@H](C)Nc2ccc(C(F)(F)F)cc2[N+](=O)[O-])c(OC)c1
 : 0.6	-1.2	4	-74	27	2	2	-5	19
57	Nn1c(SCC(=O)Nc2ccc3c(c2)OCCO3)nnc1-c1ccncc1
 : 0.3	-0.6	-18	9	5	-9	2	-3	-8
58	CCCN1CCC(=O)N(CCO)CC1
 : -1.1	-0.3	17	6	2	3	-2	-3	-9
59	COc1cc(OC)cc(C(=O)NNC(=O)NC2CCCCC2)c1
 : 0.5	-0.8	6	-6	-18	-10	0	0	-8
60	O=C(CN1C(=O)NC2(CCCC2)C1=O)OCCOc1cccc(Br)c1
 : 0.5	-0.2	12	-16	17	-4	2	-2	0
61	CC(=O)SCCC(=O)Nc1ccccc1
 : 1.7	-0.3	18	3	10	-8	-1	-3	-11
